# Bioassay records (PubChem)
# PNC assembly inh: blocks assembly of the perinucleolar compartment; PC3M PTB-GFP, PNC prevalence imaging, 16 h; stronger effect = lower value; AID 2417; actives 3.1% (n = 140,000); activity change (PNC), negative = inhibition, % at 10 µM;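 active means readout at or below -70, meaning at least 70% loss of cells showing the perinucleolar compartment, a nuclear body marking cancer cells; inconclusive means readout between -30 and a set limit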;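 further: plate controls were DMSO wells for no effect and camptothecin positive control wells for full effect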
#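 PC3M cells stably expressing PTB-GFP, 750–1000 cells/well, treated 16 h at 37 °C with compound (23 nl of library stock), in duplicate. After paraformaldehyde fixation and Hoechst stain, imaged at 20x; PNC prevalence scored by image analysis.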
# 15-hLO-2 inh: 15-hLO-2 (ALOX15B) enzyme inhibition; Potency, µM (doses to about 57.1 µM), for inactives: at the highest dose activity change, negative = inhibition, hits mostly inhibitors; purified 15hLO-2, xylenol orange hydroperoxide absorbance; O15296; actives 0.56% (n = 110,000); further: potency means the concentration at half of the fitted maximal effect; nearly all actives have a fitted effect of over 60% in size; many of its hits are not listed in these tables
#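 Purified human 15hLO-2 (50 nM) preincubated 15 min with compound, then 45 uM arachidonic acid for 90 min at RT in 25 mM Hepes pH 7.5, 0.01% Triton X-100. Hydroperoxide detected by Fe-xylenol orange; 573/405 nm absorbance ratio.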
# 12-hLO inh: 12-hLO (ALOX12) enzyme inhibition. Potency, µM (top dose mostly 57.1 µM), inactives show at the top dose activity change, negative = inhibition, actives largely listed as inhibitors. purified 12-hLO, xylenol orange hydroperoxide absorbance. P18054. actives 0.12% (n = 150,000). AID 1452; further: potency means the concentration at half of the fitted maximal effect; nearly all actives have a fitted effect of over 55% in size; many of its hits are not listed in these tables
# Target sequence (P18054 whole entry, looked up): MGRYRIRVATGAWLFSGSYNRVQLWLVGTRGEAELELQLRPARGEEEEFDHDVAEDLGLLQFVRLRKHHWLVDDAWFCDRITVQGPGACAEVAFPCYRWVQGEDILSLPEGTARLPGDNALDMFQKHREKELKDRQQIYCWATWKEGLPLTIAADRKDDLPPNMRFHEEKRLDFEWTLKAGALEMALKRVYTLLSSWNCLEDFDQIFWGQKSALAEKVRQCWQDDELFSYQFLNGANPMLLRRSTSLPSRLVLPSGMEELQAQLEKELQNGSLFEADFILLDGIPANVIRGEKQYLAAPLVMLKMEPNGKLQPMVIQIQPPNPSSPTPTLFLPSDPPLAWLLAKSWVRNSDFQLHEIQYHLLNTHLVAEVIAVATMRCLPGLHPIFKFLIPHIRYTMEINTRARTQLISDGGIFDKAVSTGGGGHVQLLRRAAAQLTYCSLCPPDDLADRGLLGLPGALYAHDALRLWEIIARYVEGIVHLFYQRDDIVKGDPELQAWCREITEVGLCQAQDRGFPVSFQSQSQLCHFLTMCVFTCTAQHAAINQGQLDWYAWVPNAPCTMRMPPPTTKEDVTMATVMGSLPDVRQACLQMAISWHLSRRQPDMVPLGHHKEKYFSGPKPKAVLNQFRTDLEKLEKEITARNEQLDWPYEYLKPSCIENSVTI
#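 Lipoxygenase turnover measured by absorbance at 573 and 405 nm after Fe-XO development. Human 12hLO 150 nM, arachidonate 40 uM, pH 7.0 Hepes buffer with detergent; 15 min compound preincubation, 30 min reaction.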
# IMPase cell inh: IMPase inhibition in cells. CHO-M1 cells, IP1 accumulation, HTRF TR-FRET ratio. 120,000 tested, under 10 active. P97697. inhibition (IP1 accumulation), % at 46.1 µM; active means well fitted curve in the direction sought with a large enough effect in the signal ratio, not every such curve was filed as active; inconclusive means small, poorly fitted or top-dose-only effect, or a change in a side signal; inactive means no such curve, though single readings can be large or run the other way; the % refers to the signal ratio;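 further: cells stimulated with carbachol in lithium chloride buffer; plate controls were DMSO basal wells for no effect and reference inhibitor wells for full effect; higher means more IMPase inhibition seen as more IP1 and lower FRET ratio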
# Target sequence (P97697 whole entry, looked up): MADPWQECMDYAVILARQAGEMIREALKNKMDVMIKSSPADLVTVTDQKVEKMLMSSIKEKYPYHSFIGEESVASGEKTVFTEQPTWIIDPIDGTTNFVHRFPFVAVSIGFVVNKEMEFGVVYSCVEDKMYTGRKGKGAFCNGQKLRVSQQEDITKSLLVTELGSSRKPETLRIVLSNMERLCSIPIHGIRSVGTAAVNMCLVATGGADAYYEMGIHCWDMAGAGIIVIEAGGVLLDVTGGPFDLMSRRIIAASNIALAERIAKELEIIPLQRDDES
#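 CHO-M1, 2000 cells/well, cultured 16–30 h; cpd up to 46 uM; carbachol (50 uM solution, stimulation buffer w/ 50 mM LiCl, pH 7.4), 30 min 37C; IP-One TR-FRET, 10 min RT; Ex 320/Em 665, 620; Hill-fit AC50.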
# Numbers without * were called inactive; ? = inconclusive; . = not tested or not shown; [ ] = dose if it differs, or a comment. Unless noted, the call rests on the fitted dose curve; in most records, active means well fitted curve in the direction sought with a large enough effect; inconclusive means small, poorly fitted or top-dose-only effect, or another doubt; inactive means no such curve, though single readings can be large; an effect the other way counts as inactive or inconclusive. Unless noted, on the % scale 0 is the no-effect control and ±100 the full control effect. This is a subset. The share of hits here may be higher or lower than overall.
canonical_smiles	PNC assembly inh	15-hLO-2 inh	12-hLO inh	IMPase cell inh
CC(=O)c1ccc(NC(=O)C(C)n2nc(-c3ccccc3)c3cc(Cl)ccc32)cc1 (stereo not given)	67	.	0%	.
O=C(O)c1ccccc1Nc1cccc(OCc2ccc3ccccc3n2)c1	.	5%	-1%	9
CCOC(=O)N1CCC(NC(=O)CC(NS(=O)(=O)c2ccc(Cl)cc2)c2ccco2)CC1 (stereo not given)	?	5%[2.29 µM]	-3%	?
O=C(NC1(C(=O)NC2CCCCC2)CCCCC1)c1ccccn1	-17	2%	0%	-2
COC(=O)c1cc(NC(=O)C2COc3ccccc3O2)ccc1Cl (stereo not given)	-20	1%	-2%	-10
NC(=O)c1ccc(NC(=O)C2CCCO2)cc1 (stereo not given)	-12	-1%	5%	-2
COC(=O)C1=C(C)Nc2nnnn2C1c1ccco1 (stereo not given)	-3	5%[2.29 µM]	-3%	-7
COc1ccc(C(=O)NC(=O)CSc2nnc(-c3ccco3)n2-c2ccccc2)cc1	?	-8%	-10%	-1
N#CCn1nnc(-c2ccc3c(c2)OCO3)n1	27	-4%	-25%	12
CCOCC(=O)Nc1ccccc1C(=O)OCC	-25	4%	0%	4
CC(NC(=O)C(C)N1C(=O)C2C3CC(C(Br)C3Br)C2C1=O)c1ccccc1 (stereo not given)	?	.	0%	.
CC(Sc1nc2ccccc2o1)C(=O)O (stereo not given)	-15	-4%	-1%	-4
CC1CCN(C(=O)N2c3ccccc3Sc3ccccc32)CC1	-17	6%	-6%	7
Cc1[nH]nc2c1C(Cc1ccccc1)C(C#N)=C(N)O2 (stereo not given)	1	-4%	-2%	-7
CN(C)CCCNCC(=O)Nc1ccccc1N1CCOCC1	37	-8%	-5%	2

# In another format: results already given
> O=C(NC1(C(=O)NC2CCCCC2)CCCCC1)c1ccccn1
  PNC assembly inh: -17
  15-hLO-2 inh: 2%
  12-hLO inh: 0%
  IMPase cell inh: -2
> COC(=O)c1cc(NC(=O)C2COc3ccccc3O2)ccc1Cl (stereo not given)
  PNC assembly inh: -20
  15-hLO-2 inh: 1%
  12-hLO inh: -2%
  IMPase cell inh: -10
> NC(=O)c1ccc(NC(=O)C2CCCO2)cc1 (stereo not given)
  PNC assembly inh: -12
  15-hLO-2 inh: -1%
  12-hLO inh: 5%
  IMPase cell inh: -2

# (listing goes on)
canonical_smiles	PNC assembly inh	15-hLO-2 inh	12-hLO inh	IMPase cell inh
CCOc1ccc(CN2CCC(=O)NC2=O)cc1	-10	-6%	-2%	0
O=C(NCCN1C(=O)S/C(=C\c2ccc(F)cc2)C1=O)c1cccc(S(=O)(=O)N2CCOCC2)c1	-10	.	-3%	.
FC(F)(F)c1nc(-c2cccnc2)ncc1-c1nnnn1-c1ccccc1	-26	1%	-4%	7
CCc1nnc(SCC(=O)N2CCCc3ccccc32)nc1CC	3	8%[2.29 µM]	-3%	4
COc1ccc(C(=O)Oc2ccc(/C=N/NC(=O)Cc3ccc([N+](=O)[O-])cc3)cc2)cc1	-20	.	-4%	.
COc1c(Cl)cc(-c2noc(C)c2C(=O)NCc2ccccc2)cc1Cl	18	4%	-2%	10
COc1cccc(C(=O)n2c(SC)nc3cc4c(cc32)OCCO4)c1	-25	6%	-2%	2
CCCSc1nc2c(c(=O)[nH]c(=O)n2C)n1C	17	3%	-2%	0
CC(=O)/C(=C\c1ccccc1)CC(=O)O	.	5%	-1%	.
O=C(Nc1cccc(F)c1)N1CCC2(CC1)CCN(C(=O)c1cnccn1)CC2	.	3%	-2%	.
Cc1noc(C)c1S(=O)(=O)N1CCC(C(=O)NCCC2=CCCCC2)CC1	1	-3%	-6%	6
COc1ccc(OC)c(NC(=O)C2CCC(CNc3c(N4CCC(C)CC4)c(=O)c3=O)CC2)c1 (stereo not given)	-11	0%	-3%	6
COCCn1nnnc1C(c1ccc(OC)cc1OC)N1CCN(c2ccccc2F)CC1 (stereo not given)	12	-5%	-8%	6
CCCCOCCCNC(=O)N[C@H](C(=O)OC)C(C)C	3	3%	0%	8
Cn1c(=O)c2c(nc(SC3C(=O)CC(C)(C)CC3=O)n2C)n(C)c1=O	11	19%	-3%	1

# 3 of the compounds above, with each value named:
> Cn1c(=O)c2c(nc(SC3C(=O)CC(C)(C)CC3=O)n2C)n(C)c1=O
  PNC assembly inh: 11
  15-hLO-2 inh: 19%
  12-hLO inh: -3%
  IMPase cell inh: 1

> COc1c(Cl)cc(-c2noc(C)c2C(=O)NCc2ccccc2)cc1Cl
  PNC assembly inh: 18
  15-hLO-2 inh: 4%
  12-hLO inh: -2%
  IMPase cell inh: 10

> CCc1nnc(SCC(=O)N2CCCc3ccccc32)nc1CC
  PNC assembly inh: 3
  15-hLO-2 inh: 8%[2.29 µM]
  12-hLO inh: -3%
  IMPase cell inh: 4

# (listing goes on)
canonical_smiles	PNC assembly inh	15-hLO-2 inh	12-hLO inh	IMPase cell inh
COc1ccc(-c2nnc(SCC(=O)c3[nH]c(C)c(C(C)=O)c3C)o2)cc1	2	-24%	0%	?
CCOc1ccc2[nH]c(C)cc(=O)c2c1	-14	-4%	1%	-10
Cc1cc(=O)oc2cc(OCC(=O)Nc3nnc(C(C)C)s3)ccc12	?	-20%	-4%	-3
CCOC(=O)c1[nH]c2cc(OC)c(OC)cc2c1NC(=O)c1nonc1C	8	-6%	-5%	6
CCOC(=O)/C(=C\c1cn(C)c2ccccc12)[N+](=O)[O-]	-20	.	1%	6
COC(=O)CC1C(C)(C)C(OC(C)=O)C2[C@H](OC(C)=O)[C@]34O[C@]2(O)[C@]1(C)C3CC[C@]1(C)C4=CC(=O)OC1c1ccoc1 (stereo not given in full)	.	-4%	-4%	.
CCOc1cc(NC(=O)C2CC2)c(OCC)cc1NC(=O)c1ccccn1	-3	10%	0%	-2
COc1ccc(NC(=O)C(Sc2nnc3ccccn23)c2ccccc2)cc1Cl (stereo not given)	-5	.	-4%	9
Cc1c(C(=O)NC(C)CN2CCCCC2)oc2ccccc12 (stereo not given)	40	14%	-1%	-9
COC(=O)c1c(C)[nH]c(C)c1-c1ccccc1	-29	-3%	-6%	6
COc1cccc(NC(=O)CC(C)=O)c1	32	.	-1%	.
Cc1cc(C)cc(N(CC(=O)N2CCn3c2nc2ccccc23)S(=O)(=O)c2c(C)noc2C)c1	-20	16%	-2%	-3
CC(C)n1c(=S)[nH]c2c1c(=O)[nH]c(=O)n2C	16	13µM*	?	3
Cc1ccn2c(NC(=O)c3ccco3)c(-c3ccccc3)nc2c1	-2	.	-8%	2
Cc1ccc(-n2nc3c(c2NC(=O)CCC2CCCCC2)CS(=O)C3)cc1 (stereo not given)	0	4%	-5%	2

# Some of these compounds in order of molecular weight, low to high:
canonical_smiles	PNC assembly inh	15-hLO-2 inh	12-hLO inh	IMPase cell inh
CCOc1ccc2[nH]c(C)cc(=O)c2c1	-14	-4%	1%	-10
COC(=O)c1c(C)[nH]c(C)c1-c1ccccc1	-29	-3%	-6%	6
Cc1ccc(-n2nc3c(c2NC(=O)CCC2CCCCC2)CS(=O)C3)cc1 (stereo not given)	0	4%	-5%	2

# The listing continues.
Structure,PNC assembly inh,15-hLO-2 inh,12-hLO inh,IMPase cell inh
CCc1nnc(NC(=O)Cn2nc(-c3ccc(OC)c(OC)c3)ccc2=O)s1,23,0%,-6%,1
O=C(c1ccccc1)N1CCN(C(=O)C23CC4CC(CC(C4)C2)C3)CC1,-127*,-4%,-5%,-9
Cc1onc(-c2c(F)cccc2Cl)c1C(=O)NCCc1ccc(S(N)(=O)=O)cc1,-95*,2%,2%,-3
Cc1c(Br)c(C(F)(F)F)nn1CC(=O)NCCN1CCOCC1,?,1%,11%,4
Cc1ccc(S(=O)(=O)N(C)C2(C)CCS(=O)(=O)C2)cc1 (stereo not given),?,3%,-1%,3
COc1ccc(N2Cc3cccc(C(=O)N4CCOCC4)c3C2=O)cc1,22,1%,-1%,-3
c1ccc(Cn2nnnc2CN2CCOCC2)cc1,?,-8%,6%,-9
COc1cc(C(=O)OCC(=O)Nc2c(F)c(F)c(F)c(F)c2F)cc(OC)c1OC,-12,-2%,-4%,-6
O=C(NC1CCCC1)C(NS(=O)(=O)c1cccc2nsnc12)c1ccccc1 (stereo not given),?,-9%,4%,17
CC(=O)c1c(C)[nH]c(C(=O)NCc2cccs2)c1C,35,3%[2.29 µM],-5%,7
Cc1cc(Cl)c(S(N)(=O)=O)cc1OCC(N)=O,?,-3%,0%,-4
Clc1ccc(-c2csc(N3CCC(c4ccccc4)C3)n2)cc1 (stereo not given),33,-12%,-2%,-1
Cc1cccc(CCN(C(=O)Cc2cccs2)C(C(=O)NC2CCCCC2)c2cccnc2)c1 (stereo not given),25,.,4%,2
NCCCCC(N)C(=O)NC(Cc1ccc(O)cc1)C(=O)NC(CCCCN)C(=O)O (stereo not given),.,4%,-3%,.
O=C1N/C(=C/c2ccc(N3CCOCC3)cc2)C(=O)N1Cc1ccc(F)cc1,19,?,-6%,9
Cn1c2c(c(=O)n(C)c1=O)CN(CC1CCCO1)CN2 (stereo not given),28,-1%,-2%,1
NC(=O)c1cc[n+](CC2=C(C(=O)O)N3C(=O)[C@@H](NC(=O)[C@H](c4ccccc4)S(=O)(=O)[O-])[C@@H]3SC2)cc1,.,40%[activator][25.6 µM],-7%[25.6 µM],2[20.6 µM]
COCCNC(=O)CN(c1cc(C(F)(F)F)ccc1Cl)S(C)(=O)=O,47,-1%,-1%,0
[O-]C1=N/[N+](=C/c2ccc(Cl)c(Cl)c2)CC1,17,-4%,-1%,-6
Cc1cccc(CS(=O)(=O)c2nnc([C@H](Cc3ccccc3)NC(=O)OC(C)(C)C)o2)c1,-1,?,-7%,23
COc1cccc(C(=O)Nc2ccccc2)c1,41,-6%,1%,2
COCCn1c(SCc2nc3scc(-c4ccc(Cl)cc4)c3c(=O)[nH]2)nnc1-c1cccc(C)c1,-22,.,-3%,-7
CCSC1=N/C(=C\c2ccccc2)C(=O)N1,?,.,2%,.
CCOC(=O)c1ccc(NC(=O)CSc2nnnn2C2CCCCC2)cc1,-19,.,-5%,-5
CCN(CC)Cc1c(O)ccc2c([N+](=O)[O-])c(C)n(-c3ccc(OC)cc3)c12,5,.,-3%,16
Cc1ccc(S(=O)(=O)N(C)CC(=O)N2CCCc3ccccc32)cc1,-1,-1%,-5%,-10
Cc1csc2ncc(C(=O)Nc3cccc(C(F)(F)F)c3)c(=O)n12,?,1%,-1%,-9
C=CCSc1[nH]c(=O)cc(C)c1C(N)=O,1,-5%,2%,-4
COc1ccc(N(C)C(=O)c2ccc3nc(-c4ccccc4)c(-c4ccccc4)nc3c2)cc1,45,-8%,?,9
CCCCNC(=O)CSc1nnc(NC(C)=O)s1,-29,4%,-4%,2
CCC1CCCCN1C(=O)CCCOc1ccccc1 (stereo not given),-18,1%,-2%,-3
Cc1nn(Cc2ccc([N+](=O)[O-])cc2)c(=O)n1-c1cccc(F)c1,42,0%,-9%,6
CC(=O)Nc1ccc(OCC(O)CN2CCCCC2C)cc1 (stereo not given),50,.,2%,.
Cc1cccc(C)c1OCCCN1CCCC1,-20,-5%,5%,2
COc1ccc(O)c(/C=C(\C#N)C(=O)Nc2cccnc2)c1,24,.,-1%,.
Oc1c(Br)cc(Cl)cc1C=Nc1ccccc1Br,7,.,1%,.
COC(=O)C1Sc2[nH]c(=O)sc2C(c2ccc(Cl)cc2)C1C(=O)OC (stereo not given),-8,-2%,-8%,3
